# From PubChem
# XIAP displacement: small molecules displacing peptide from XIAP – biochemical, IAP family, fluorescence polarization (AID 1018); displacement, % at 20 µM, or IC50 in µM where a hit was titrated; XIAP BIR domain, fluorescence polarization peptide displacement; higher % means a stronger effect; 0.007% of 200,000 active; in the data active = displacement above about 50%; also: a part of the inactive calls stands beside numbers as strong as those of hits
# Myeloid diff 2: promotes myeloid progenitor differentiation | ER-HoxA9 myeloid progenitors, lysozyme-GFP differentiation, flow cytometry | 1% of 360,000 active | calls only at 10 µM;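 active = normalized GFP-positive differentiation at or above the plate's own cutoff, the solvent-only control mean plus 3 SD; inconclusive = no clear call, values can overlap the other calls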;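 also: cells exposed to compound for four days before flow analysis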
# human PMI inhibition: inhibitors of human PMI, primary screen, biochemical, fluorescence intensity, coupled assay (AID 1209); 0.42% of 190,000 active; inhibition, % at 20 µM; hits with a dose series show IC50 in µM; purified PMI enzyme, coupled fluorescence intensity; higher % means a stronger effect;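 also: plate controls were DMSO vehicle for no effect and wells lacking substrate for full effect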
# Salmonella PhoP GFP: PhoP-dependent GFP reporter repression – Salmonella Typhimurium, primary screen (AID 1863); S. Typhimurium PhoP-regulated promoter GFP reporter, 4 h; higher % means a stronger effect; inhibition, % at 50 µM; hits with a dose series show IC50 in µM; 0.16% of 300,000 active;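 active = inhibition over 29.93%, a cutoff 3 SD above the screen mean, later confirmed by dose response; inconclusive = inhibition over 29.93% but no dose response follow-up; inactive = inhibition at most 29.93% or unconfirmed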;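 also: 0% = low Mg2+ inducing control and 100% = high Mg2+ repressing control; strong numbers were not always called active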
# TNAP activation fold: human TNAP enzyme activators, primary screen, biochemical, luminescent, no phosphate acceptor, uHTS (AID 1001); activation fold at 20 µM; hits with a dose series show EC50 in µM; purified TNAP, luminescent activation assay, no phosphate acceptor; higher activation fold means a stronger effect; 0.03% of 200,000 active; in the data active = activation fold from about 3, or a potency from the dose series; inactive = the rest, 99 in 100 with activation fold below about 1.6; also: many of its hits are not listed in these tables
# RSV antiviral HEp-2: inhibition of RSV-induced cytopathic effect – HEp-2 cells, primary 10 µM value included (AID 2391); HEp-2 cells, RSV-induced CPE inhibition; higher % means a stronger effect; CPE inhibition, % at 10 µM, or IC50 in µM where a hit was titrated; 0.13% of 310,000 active; in the data active = a potency from the dose series; inconclusive = CPE inhibition mostly from about 23% at the one dose, without a potency; inactive = the rest, 99 in 100 with CPE inhibition below about 21%; also: strong numbers were not always called active
# WT yeast gro inh: growth inhibition of WT yeast, mitochondrial fusion screen; AID 1362; 2.1% of 190,000 active; inhibition, % at 10 µM; mitochondrial fusion phenotypic screen, WT strain; in the data active = inhibition above about 58%; tested in S. cerevisiae
# PMI inhibition: human PMI inhibitors, high substrate, primary screen, biochemical, fluorescence intensity, high mannose 6-phosphate (AID 1220). recombinant PMI enzyme, coupled fluorescence intensity; higher % means a stronger effect. inhibition, % at 20 µM, or IC50 in µM where a hit was titrated. 0.66% of 190,000 active
# SIAH1 antagonists: blockers of Siah-1 interaction with plectin peptide – biochemical, fluorescence polarization, rhodamine-plectin, uHTS, primary screen (AID 1817) | Siah-1 / rhodamine-plectin peptide fluorescence polarization; higher % means a stronger effect | displacement, % at 20 µM; hits with a dose series show IC50 in µM | 0.02% of 290,000 active;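 active = displacement of at least 50% at 20 µM, with a fluorescence ratio check between 0.3 and a set limit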;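 also: plate controls were Siah plus tracer with DMSO for no effect and tracer alone without Siah for full effect; strong numbers were not always called active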
# WT yeast gro inh mutant strain: also measured in WT yeast gro inh; calls as there; inhibition, %; mitochondrial fusion phenotypic screen, mutant strain inhibition
# Myeloid diff 2 GFP+ MAC1+ %: second read-out of Myeloid diff 2, no call of its own (marks repeat the call); GFP+ MAC1+ double positive, %; measured here: differentiation confirmed by MAC1 staining
# Active calls of the source: *; i = inactive; ? = inconclusive; · = no result given; + = active, no number. Rule as the data show it, unless noted: active = inhibition above about 50%; inactive = the rest. This is a random part of the collection. About 3.1% of those tested had a hit in this group.
item	Compound	XIAP displacement	Myeloid diff 2	Myeloid diff 2 GFP+ MAC1+ %	human PMI inhibition	Salmonella PhoP GFP	TNAP activation fold	RSV antiviral HEp-2	WT yeast gro inh	WT yeast gro inh mutant strain	PMI inhibition	SIAH1 antagonists
1	CC(C)(Cc1ccc(O)cc1)NC(=O)CC(=O)N=Nc1c(O)[nH]c2cc(Br)ccc12	-6.8%	i	0.5	52%*	-3%	1.4	-0.4%	-11	-1	-4%	-3%
2	CCC(CC)NC(=O)COC(=O)CCC(=O)c1cccs1	-0.1%	i	0.0	5%	7%	1.1	0.7%	-1	-1	7%	0%
3	CC(=O)N1c2ccc(S(=O)(=O)N(C)C3CCCCC3)cc2CC1C (stereo not given)	·	i	0.0	·	1%	·	11%	·	·	·	0%
4	Cc1cc(-c2n[nH]c(=S)n2-c2ccccc2C)cs1	0.3%	i	1.3	8%	-9%	1.1	5.5%	-1	1	15%	0%
5	O=C(C1CC(=O)N(c2ccc(F)cc2)C1)N1CCCCCC1 (stereo not given)	·	i	0.6	·	-6%	·	1.9%	·	·	·	1%
6	C/C(=N\OC(=O)c1ccccc1)c1c(C)nc2cc(C)ccn12	-8.5%	i	0.3	2%	1%	1.2	-0.8%	5	-1	30%	0%
7	COc1ccc(C(=O)CC(Nc2ccc([N+](=O)[O-])cc2)c2ccc(Cl)cc2)cc1 (stereo not given)	0.0%	+	27*	19%	8%	1	2.2%	31	-6	15%	1%
8	COc1cc2c(cc1NC(=O)CSc1nc3cc(Cl)ccc3s1)oc1ccccc12	-5.9%	i	0.2	5%	12%	0.9	8.2%	-12	-7	15%	3%
9	CCN=c1scc(C)n1/N=C/c1ccsc1	-2.6%	i	0.8	-7%	-6%	1.1	2.0%	9	11	3%	-4%
10	COc1ccc(-c2[nH]ncc2/C=N/NC(=O)c2cc(Br)ccc2O)c(OC)c1	-3.6%	i	2.0	1%	-5%	1.1	1.9%	1	8	-8%	-7%
11	CC1CCCCN1S(=O)(=O)c1ccc(C(=O)Nc2nnc(C3CC3)o2)cc1 (stereo not given)	·	i	1.2	·	3%	·	1.5%	·	·	·	0%
12	O=C(Nc1ncc(Br)s1)C1CCCN1S(=O)(=O)c1cccc2cccnc12 (stereo not given)	-1.8%	i	1.7	1%	6%	1.1	-2.9%	12	12	-5%	-4%
13	Cc1cccc(OCC(=O)N2CCN(C(=O)Cc3ccccc3)CC2)c1	-4.0%	i	0.7	9%	1%	1	0.8%	2	-8	1%	-3%
14	Cc1ccc(N(CC(=O)NCc2ccc3c(c2)OCO3)C(=O)CCC(=O)Nc2ccccn2)cc1	·	i	0.6	·	-1%	·	4.8%	·	·	·	-1%
15	COc1ccc(C(c2sc3nc(C)nn3c2O)N2CCN(Cc3ccccc3)CC2)cc1OC (stereo not given)	1.6%	i	3.9	5%	12%	1.1	-0.1%	-8	-2	6%	2%
16	CCCC(C)NC(=O)C1CCN(S(=O)(=O)c2ccccc2)CC1 (stereo not given)	2.5%	i	1.1	4%	5%	1.2	-1.6%	2	14	1%	0%
17	COC(=O)c1sc(=S)n(-c2cc(F)ccc2F)c1N	-0.9%	i	6.6	56%*	0%	1.1	-0.3%	-7	-22	16%	0%
18	Cc1ccc2cc(CN(CCCO)S(=O)(=O)c3cccc4nsnc34)c(=O)[nH]c2c1C	0.4%	i	5.7	0%	-3%	1.1	-1.5%	15	-10	9%	4%
19	COc1ccc(CC(=O)NNc2ncnc3c2cnn3C)cc1	-2.9%	i	0.7	-10%	-2%	1.3	1.4%	-8	3	-3%	-4%
20	CCN1CCN(C(=O)CSc2cc(=O)n(C)c3ccccc23)CC1	-4.7%	i	0.2	2%	4%	1	-2.4%	-7	3	2%	1%
21	Cc1cccc(N2CCN(C(=O)/C=C/c3cccs3)CC2C)c1 (stereo not given)	-11%	i	0.6	-6%	-2%	1.1	0.5%	-8	-13	3%	0%
22	COc1ccc(Cl)cc1NC(=O)CSc1nnc(Cc2cccn2C)n1-c1ccc(F)cc1	0.2%	i	3.5	15%	-4%	1	2.6%	37	14	12%	3%
23	CCn1c(C)nc2cc(C(=O)NNC(=O)Nc3cccc(Cl)c3)ccc21	-1.4%	i	0.3	2%	-2%	1.5	3.0%	2	9	3%	0%
24	COc1ccc(CCNC(=O)c2cnn(-c3ccc(C)c(C)c3)c2NC(=O)c2ccco2)cc1OC	2.0%	i	6.1	11%	-13%	1.1	-0.6%	4	-6	10%	12%
25	CCc1ccc(OC)c(S(=O)(=O)N2CCN(C(=O)c3ccco3)CC2)c1	·	i	0.9	·	-7%	·	2.2%	·	·	·	-3%
26	CC(Nc1n[nH]c(=O)[nH]c1=O)C(=O)N/N=C/c1cccs1 (stereo not given)	-4.5%	i	0.7	-3%	-4%	1.1	1.2%	-17	0	-4%	2%
27	CCOC(=O)c1[nH]c(C)c(C(=O)N2CCOCC2)c1C	-6.2%	i	1.8	7%	5%	1	0.4%	3	-2	7%	-2%
28	COc1ccc(N2C(=O)NC(=O)C2=O)cc1	·	i	1.0	·	2%	·	0.1%	·	·	·	3%
29	O=C1CC(N2CCC(c3nc4ccccc4o3)CC2)C(=O)N1c1ccc(F)cc1 (stereo not given)	-2.1%	i	0.3	1%	-6%	1.1	2.2%	·	·	5%	-2%
30	NC(=O)c1ccccc1N/C=C/C(=O)c1ccc(Cl)cc1	-8.3%	i	0.9	7%	8%	1.1	0.7%	33	45	-1%	-1%
31	O=C(Nc1cccnc1N1CCOCC1)c1ccco1	-9.3%	i	0.9	19%	-3%	1.1	0.6%	6	13	14%	-2%
32	CC(c1ccccc1)N1CCn2c(nc3cc(NS(C)(=O)=O)ccc32)C1 (stereo not given)	-5.5%	i	0.4	5%	-6%	1.1	0.8%	0	4	11%	4%
33	CC(C)CN1C(=O)C(=O)N(CC(=O)NC2CCCc3ccccc32)C1=O (stereo not given)	-8.9%	i	0.5	0%	-4%	1	3.5%	0	-7	3%	-2%
34	COc1ccc(/C=C2\SC(N)=NC2=O)cc1Cl	·	i	0.2	·	4%	·	0.8%	·	·	·	-1%
35	O=C(COc1cccnc1[N+](=O)[O-])Nc1ccc(N2CCOCC2)cc1	-4.5%	i	0.4	-14%	-5%	1.1	1.8%	1	4	-2%	-4%
36	O=C(N/N=C/c1ccccc1[N+](=O)[O-])c1ccncc1	·	i	0.5	·	-4%	·	1.1%	·	·	·	-2%
37	CCOC(=O)c1cc(CC)sc1N1C(=O)CC(Sc2ccccc2C(=O)O)C1=O (stereo not given)	-6.0%	i	0.8	6%	3%	0.9	1.9%	13	2	-13%	2%
38	O=C(CCc1nnc(CCCCc2ccccc2)o1)N1CCC(N2CCCC2)CC1	-0.8%	i	0.3	23%	2%	1.1	0.8%	-14	-1	19%	12%
39	COc1ccc(OC)c(NC(=O)c2ccc(-n3cccn3)nc2)c1	-4.9%	i	1.0	-1%	-14%	1.1	0.2%	14	-4	-4%	32%
40	O=S(=O)(NCCN1CCOCC1)c1ccc(-c2ccc(S(=O)(=O)NCCN3CCOCC3)cc2)cc1	·	i	0.5	·	-2%	·	-3.0%	·	·	·	5%
41	Cc1ccc(OCCN2C(=O)S/C(=C\c3ccc(C)o3)C2=O)cc1	-8.6%	i	1.2	-1%	-17%	1.1	2.0%	-1	-20	7%	10%
42	COc1ccc(CNc2nc(-c3ccccc3)nn2C(=O)c2cccs2)cc1	-15%	i	3.1	2%	-3%	1.1	1.1%	-3	-4	3%	-3%
43	O=C(N1CCCC1)N1CCN(c2ncnc3c(-c4ccc(Cl)cc4)nsc23)CC1	-5.9%	·	·	1%	·	1.1	·	·	·	1%	3%
44	O=C(O)Cn1nc(-c2ccccc2)cc1-c1ccccc1	·	i	0.3	·	10%	·	2.4%	·	·	·	2%
45	Cn1nc(C(F)(F)F)c2cc(C(=O)N3CCOCC3)sc21	-1.2%	i	0.1	12%	0%	1	0.1%	-16	5	12%	-4%
46	Cc1ccc(-c2cc(C(=O)NCc3cn(C)nc3C)c3cc(Br)ccc3n2)cc1	-1.5%	i	2.0	10%	-6%	1	2.0%	-4	-22	-2%	4%
47	CCN(C(=O)COC(=O)CNC(=O)c1ccc(C)c(C)c1)C1CCS(=O)(=O)C1 (stereo not given)	-9.2%	i	0.5	-36%	-2%	1.1	-0.3%	-5	-7	-38%	2%
48	O=C(c1cc2cc(Cl)ccc2[nH]1)N1CCN(C(=O)c2ccco2)CC1	·	i	3.2	·	-3%	·	1.1%	·	·	·	-1%
49	COc1ccccc1-n1cnc2sc(C)c(C)c2c1=O	·	i	0.7	·	14%	·	3.2%	·	·	·	0%
50	S=c1[nH]nc(-c2ccncc2)n1/N=C/c1ccccc1Cl	·	i	0.4	·	-3%	·	-0.3%	·	·	·	11%
51	COC(=O)c1cn(C(=O)c2cc(Br)ccc2Cl)c2ccccc12	·	i	0.3	·	-1%	·	2.2%	·	·	·	6%
52	CCCCC1CCC(C(=O)N(C)CC(=O)Nc2cccc(F)c2)CC1 (stereo not given)	·	i	1.6	·	-3%	·	6.3%	·	·	·	5%
53	COc1cc(OC)c(S(=O)(=O)Nc2ccccc2C(=O)O)cc1S(=O)(=O)Nc1ccccc1C(=O)O	·	i	0.2	·	-1%	·	0.9%	·	·	·	4%
54	COc1ccc(N2CCN(c3oc(COc4ccccc4Cl)nc3C#N)CC2)cc1	-5.3%	i	1.1	21%	-4%	1.1	?	-23	-15	25%	2%
55	CCC(=O)N1CCc2cc(S(=O)(=O)CCC(=O)N(C)c3ccc(OC)cc3OC)ccc21	·	i	0.4	·	0%	·	1.3%	·	·	·	4%
56	CCCC(=O)NC(C)c1nc2ccccc2n1CC (stereo not given)	-6.8%	i	2.0	12%	-1%	1.1	0.5%	11	5	8%	7%
57	CC(C)Cc1ccc(C(=O)NCCOc2ccccc2)o1	·	i	3.7	·	0%	·	2.3%	·	·	·	1%
58	Cc1nc2c(N=Nc3ccccc3F)c(N)nn2c(N)c1C#N	-5.3%	i	1.1	-2%	-2%	1	-1.2%	4	6	-8%	3%
59	CSc1ncccc1C(=O)OCc1ccc(COC(=O)c2cccnc2SC)cc1	-16%	·	·	13%	-10%	1	·	15	19	14%	0%
60	O=C(O)c1cc(-c2ccco2)nn1-c1cccc(Cl)c1	-7.4%	i	0.2	-23%	-1%	1.1	1.6%	12	8	-31%	5%

# Quoted at random: 2 records from the list.
item	Compound	XIAP displacement	Myeloid diff 2	Myeloid diff 2 GFP+ MAC1+ %	human PMI inhibition	Salmonella PhoP GFP	TNAP activation fold	RSV antiviral HEp-2	WT yeast gro inh	WT yeast gro inh mutant strain	PMI inhibition	SIAH1 antagonists
59	CSc1ncccc1C(=O)OCc1ccc(COC(=O)c2cccnc2SC)cc1	-16%	·	·	13%	-10%	1	·	15	19	14%	0%
49	COc1ccccc1-n1cnc2sc(C)c(C)c2c1=O	·	i	0.7	·	14%	·	3.2%	·	·	·	0%
